SR-BI HDL uptake: blocks mouse SR-BI lipid uptake from DiI-HDL | ldlA[mSR-BI] CHO cells, DiI-HDL uptake fluorescence, 3 h | inhibition, % at 12.5 µM | AID 488896 | Q61009 | 320,000 compounds, 0.96% hits;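 active = mean replicate inhibition of at least 70% and a set share of replicates each scoring 70 or more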;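 note: 0% = median of neutral control wells and 100% = median of positive control wells; values of inactives mirror those of a sister screen read the other way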
Target sequence (Q61009 whole entry, looked up): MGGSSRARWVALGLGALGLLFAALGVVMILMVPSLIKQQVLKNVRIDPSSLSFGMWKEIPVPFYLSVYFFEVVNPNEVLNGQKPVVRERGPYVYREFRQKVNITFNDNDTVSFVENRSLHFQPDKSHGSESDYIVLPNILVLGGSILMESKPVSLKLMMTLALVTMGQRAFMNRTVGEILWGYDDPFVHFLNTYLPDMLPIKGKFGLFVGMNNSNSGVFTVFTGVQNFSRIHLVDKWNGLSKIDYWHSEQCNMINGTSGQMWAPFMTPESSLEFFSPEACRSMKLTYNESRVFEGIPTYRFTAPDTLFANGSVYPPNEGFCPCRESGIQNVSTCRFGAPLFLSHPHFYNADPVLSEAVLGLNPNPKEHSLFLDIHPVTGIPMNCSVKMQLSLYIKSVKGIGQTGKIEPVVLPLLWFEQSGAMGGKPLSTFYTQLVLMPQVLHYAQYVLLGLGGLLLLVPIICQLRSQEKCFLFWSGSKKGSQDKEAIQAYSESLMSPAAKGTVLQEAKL
Keap1 Nrf2 FP: inhibitors of human Keap1-Nrf2 protein-protein interaction. Q14145. Keap1 Kelch-Nrf2 peptide fluorescence polarization, 1536-well. inhibition, % at 9.4 µM. 340,000 compounds, 0.15% hits; in the data active = inhibition above about 12%;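 note: human Keap1 Kelch domain with fluorescein labeled Nrf2 9mer peptide probe; 0% = neutral control wells and 100% = peptide positive control; higher means more block of Keap1 binding to Nrf2 peptide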
Target sequence (Q14145 whole entry, looked up, the tested form may be a part): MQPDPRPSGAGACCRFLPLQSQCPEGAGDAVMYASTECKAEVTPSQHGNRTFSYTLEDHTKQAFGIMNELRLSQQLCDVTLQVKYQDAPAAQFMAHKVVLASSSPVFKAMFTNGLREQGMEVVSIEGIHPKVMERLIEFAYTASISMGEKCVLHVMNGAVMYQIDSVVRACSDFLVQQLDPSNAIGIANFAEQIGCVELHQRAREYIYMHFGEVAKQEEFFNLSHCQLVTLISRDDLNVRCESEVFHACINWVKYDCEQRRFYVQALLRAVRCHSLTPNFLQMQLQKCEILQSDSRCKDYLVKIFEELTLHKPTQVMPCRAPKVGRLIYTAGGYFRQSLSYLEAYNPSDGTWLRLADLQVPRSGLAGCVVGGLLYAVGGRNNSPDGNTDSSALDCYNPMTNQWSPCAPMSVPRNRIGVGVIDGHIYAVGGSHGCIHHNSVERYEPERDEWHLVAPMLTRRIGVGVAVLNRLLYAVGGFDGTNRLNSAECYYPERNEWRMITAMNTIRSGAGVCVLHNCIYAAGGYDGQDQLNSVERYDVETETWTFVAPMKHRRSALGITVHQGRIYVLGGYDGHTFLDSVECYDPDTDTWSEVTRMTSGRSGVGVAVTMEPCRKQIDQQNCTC
PKA-R2B activ: activates the human PKA-R2B holoenzyme complex. AID 504700. activation, % at 11.4 µM. 340,000 compounds, 0.079% hits. PKA-R2B holoenzyme dissociation, Cy5-IP20 fluorescence polarization; R2B truncated from residue 108, S112A mutant; 0% DMSO only, 100% 113 µM cGMP. P22694+P31323;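 active = activation above a cutoff set at the mean over all compounds plus 3 SD, cut at about 18% in these data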;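 note: higher means more holoenzyme dissociation and a rise in polarization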
Cardiac RTF inh: cardiac RTF calcium desensitization. IANBD-labeled cardiac RTF, Ca2+ fluorescence. inhibition, % at 7.15 µM. 340,000 compounds, 0.12% hits;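 active = inhibition above the mean inhibition of all tested compounds plus 3 SD, cut at about 17% in these data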;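 note: assay run at fixed EC70 calcium of 1.6 mM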
DAGLB inhibitor: diacylglycerol lipase beta (human) inhibition | Q8NCG7 | HEK293T DAGLB membrane lysate, EnzChek fluorogenic substrate | inhibition, % at 5.17 µM | 340,000 compounds, 0.059% hits | AID 504411; in the data active = inhibition above about 34%;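 note: 0% = enzyme with vehicle and 100% = wells lacking enzyme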
PvdQ acylase: P. aeruginosa PvdQ acylase inhibition | 340,000 compounds, 0.063% hits | purified PvdQ acylase, fluorescence plate reader | inhibition, % at 10 µM; in the data active = inhibition above about 30%, passing the limit was not always enough;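 note: 0% = vehicle neutral wells and 100% = reference inhibitor wells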
Arr AP2 block: inhibitors of human beta-arrestin and AP2 interaction. FITC-arrestin peptide / GST-AP2 beads, flow cytometry; AP2 beta2 appendage carries R879A mutation. inhibition, % at 10 µM. 340,000 compounds, 0.31% hits;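 active = inhibition above a set limit, near 3 SD of compounds lacking own fluorescence, cut at about 54% in these data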;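 note: plate controls were DMSO wells for no effect and 5 µM unlabelled arrestin peptide for full effect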
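test system = AP2 appendage R879A on GSH beads | buffer or medium = PBS plus Tween 20 (0.05%) and BSA (0.1%) | incubation = 12 min plus 1 h, RT | detection = bead flow cytometry, FITC channel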
LANA DNA inh: KSHV C-LANA DNA binding inhibition; MBP-C-LANA/FAM-LBS DNA binding, fluorescence polarization; 340,000 compounds, 0.078% hits; AID 504423; inhibition, % at 9 µM;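 active = highest replicate inhibition at or above 60% at 9 µM, even if other replicates fall short; inactive = all replicates below 60% inhibition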;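 note: 0% = neutral control wells and 100% = 4 µM acridine orange control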
NSD2 HMT inh: NSD2 (human) methyltransferase inhibition; O96028; NSD2 peptide methylation, AlphaScreen, 120 min; inhibition, % at 12.5 µM; 310,000 compounds, 0.54% hits; in the data active = inhibition above about 50%
SR-BI uptake up: activators of SR-BI mediated HDL lipid uptake; CHO ldlA[mSR-BI] cells, DiI-HDL uptake fluorescence, 3 h; 100 = double the neutral-control signal; activation, % at 12.5 µM; 320,000 compounds, 0.096% hits; AID 504775;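 active = mean replicate activation of at least 60% and every replicate at or above 60%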;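 note: 0% = median plate neutral-control signal and 100% = twice that signal; values of inactives mirror those of a sister screen read the other way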
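Material: SR-BI-overexpressing, LDLR-lacking CHO cells; schedule: compound exposure 3 h, 37 °C; reagent: DiI-labelled HDL at 10 µg/mL final; technique: bottom-read fluorescence, 550/595 nm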
* hit, by the source's call; . = no result given.

Values run as follows: SR-BI HDL uptake, Keap1 Nrf2 FP, PKA-R2B activ, Cardiac RTF inh, DAGLB inhibitor, PvdQ acylase, Arr AP2 block, LANA DNA inh, NSD2 HMT inh, SR-BI uptake up
1	CN1CCN(C(=O)C2CCN(c3ncc(C(F)(F)F)cc3Cl)CC2)CC1
    11, -1, -4, 1, 2, 6, 34, 0.7, -2, -11
2	O=C(CC1CCCC1)NCCS(=O)(=O)N1CCN(c2ccc(F)cc2)CC1
    -2, 2, -16, 4, -3, -1, 24, 0.1, -1, 2
3	FC(F)(F)c1cccc(Cc2noc(CN3CCC(N4CCCCC4)CC3)n2)c1
    16, -4, -7, -3, -4, -15, -9, -1.2, -2, -16
4	Cc1ccccc1-c1nc(CN2CCC(C(=O)NC3CCCCC3)CC2)c(C)o1
    -3, 1, 0, 5, 0, -7, -3, -2.3, 2, 3
5	COc1cc(C(=O)NCCc2ccc(S(=O)(=O)N3CCCC3)cc2)cc(OC)c1OC
    -6, 0, 4, -14, -1, -15, 12, 0.3, 3, 6
6	CCN1C(=O)CSC1=NC1C2CC3CC(C2)CC1C3 (configuration not stated)
    11, -3, 15, -3, -7, -23, -3, 1.0, -2, -11
7	Cc1ccc(S(=O)(=O)Cn2nnnc2CN2CCOCC2)cc1
    -1, 2, -10, -2, -1, -9, 7, 0.4, -1, 1
8	CN(C)/C=C(\C#N)C(=O)N/N=C/c1ccc(Cl)cc1
    -9, -3, 0, -19, -1, -14, -2, 0.8, -3, 9
9	Cc1ccc(S(=O)(=O)n2ccc3c2CCCC3=O)cc1
    -6, -8, -1, -2, -3, -14, 10, -0.2, 1, 6
10	O=C(CSc1nnc(-c2ccc(S(=O)(=O)N3CCOCC3)cc2)o1)c1ccccc1F
    -13, 1, 3, -5, 2, -6, 1, 2.1, -1, 13
11	O=C(O)CN1C(=O)NC2(CCCc3ccccc32)C1=O (configuration not stated)
    ., -1, -11, -2, 2, -8, -6, -0.5, 2, .
12	CCOc1ccc(NC(=O)C/C(C)=N/NC(=O)c2cnccn2)cc1
    -27, 1, -1, -6, -1, 2, 32, 0.2, -5, 27
13	Cc1cc(C)n2ncc(C(=O)NCc3cccnc3)c2n1
    ., 1, 1, -10, 2, -5, 12, -1.0, 1, .
14	Cc1cnc(NC(=O)COc2ccc3c(c2)CCC3)s1
    -15, -3, 10, -13, -9, -21, -19, -0.6, -3, 15
15	CC(=O)Nc1ccc(S(=O)(=O)NNc2cccc(C)c2)cc1
    ., -3, -10, -21, -1, -16, -4, -1.9, 8, .

In another format: 2 of the compounds above.
(13) Cc1cc(C)n2ncc(C(=O)NCc3cccnc3)c2n1
  SR-BI HDL uptake: .
  Keap1 Nrf2 FP: 1
  PKA-R2B activ: 1
  Cardiac RTF inh: -10
  DAGLB inhibitor: 2
  PvdQ acylase: -5
  Arr AP2 block: 12
  LANA DNA inh: -1.0
  NSD2 HMT inh: 1
  SR-BI uptake up: .
(14) Cc1cnc(NC(=O)COc2ccc3c(c2)CCC3)s1
  SR-BI HDL uptake: -15
  Keap1 Nrf2 FP: -3
  PKA-R2B activ: 10
  Cardiac RTF inh: -13
  DAGLB inhibitor: -9
  PvdQ acylase: -21
  Arr AP2 block: -19
  LANA DNA inh: -0.6
  NSD2 HMT inh: -3
  SR-BI uptake up: 15

(list continues)
Values run as follows: SR-BI HDL uptake, Keap1 Nrf2 FP, PKA-R2B activ, Cardiac RTF inh, DAGLB inhibitor, PvdQ acylase, Arr AP2 block, LANA DNA inh, NSD2 HMT inh, SR-BI uptake up
16	Cc1cc(NC(=O)CCC(=O)NNC(=O)c2ccc(C(C)(C)C)cc2)no1
    8, -1, -10, -13, -1, 14, 16, 0.7, -1, -8
17	Cc1ccc(C)c2c1cc(C)c1nnc(SCC(=O)N3CCCc4ccccc43)n12
    5, -4, -10, -13, 0, -2, 20, -0.7, 5, -5
18	CCOC(=O)C1(Cc2ccc(OC)cc2)CCN(C(=O)CCn2ccc(C)n2)CC1
    4, -6, 5, -17, -1, -18, 9, -0.3, 1, -4
19	CSc1ccccc1C(=O)NC1CCCCCC1
    -24, -3, -2, -3, -3, -7, 6, 0.9, -3, 24
20	CC(=O)c1ccc(S(=O)(=O)Nc2c(C)nn(C)c2C)cc1
    -22, 7, -9, -1, -3, 3, 19, 2.2, 10, 22
21	CCC(C)NCC(O)COCc1ccc(Cl)cc1 (configuration not stated)
    -8, 0, -1, -10, -4, -2, 15, -3.1, ., 8
22	CC1CCN(c2nnc(-c3ccccc3)c3ccccc23)CC1
    84*, -5, -20, -15, -7, -8, 1, 0.2, 13, -84
23	Cc1nc2c(Cl)cc(Cl)cc2[nH]1
    -8, 0, -8, -1, 1, -8, 15, -2.6, -3, 8
24	C/C(CC1CC(COCC(C)C)OC1=O)=N\NC(N)=S (configuration not stated)
    62, -4, -7, 0, -3, 5, 11, 3.0, 10, -62
25	CC(C)C(NC(=O)CC12CC3CC(CC(C3)C1)C2)C(=O)O (configuration not stated)
    0, -1, 7, 3, -5, 7, 5, -0.5, -1, 0
26	COc1ccc(S(=O)(=O)N2CCC(C(=O)N3CCC(C(N)=O)CC3)CC2)cc1Cl
    -10, 3, 1, -8, -2, -1, 30, -2.8, 1, 10
27	CCC(Oc1ccccc1)C(=O)N1CCC(C(N)=O)CC1 (configuration not stated)
    -16, 0, 3, -4, 0, -9, 2, -1.3, -4, 16
28	Cc1ccc(SCCNC(=S)Nc2ccc(C)cc2C)cc1
    2, -3, -22, -12, -3, -11, 1, 0.7, 2, -2
29	Cc1ccc(NC(=O)C2CCN(C(=O)NC3CCCCC3)CC2)cc1
    -9, 2, -2, -6, 4, -10, -7, 0.7, 0, 9
30	O=C1C(=O)c2ccccc2C(O)=C1c1cccc([N+](=O)[O-])c1
    6, -5, ., ., ., -17, -6, 0.0, 5, -6

Part of the list above, in transposed form.
(28) Cc1ccc(SCCNC(=S)Nc2ccc(C)cc2C)cc1
(29) Cc1ccc(NC(=O)C2CCN(C(=O)NC3CCCCC3)CC2)cc1

Screen / compound no. | 28 | 29
SR-BI HDL uptake | 2 | -9
Keap1 Nrf2 FP | -3 | 2
PKA-R2B activ | -22 | -2
Cardiac RTF inh | -12 | -6
DAGLB inhibitor | -3 | 4
PvdQ acylase | -11 | -10
Arr AP2 block | 1 | -7
LANA DNA inh | 0.7 | 0.7
NSD2 HMT inh | 2 | 0
SR-BI uptake up | -2 | 9

Next part:
Values run as follows: SR-BI HDL uptake, Keap1 Nrf2 FP, PKA-R2B activ, Cardiac RTF inh, DAGLB inhibitor, PvdQ acylase, Arr AP2 block, LANA DNA inh, NSD2 HMT inh, SR-BI uptake up
31	COc1ccc(-c2cc3nc(C)cc(N)n3n2)cc1
    26, -7, -3, 8, 0, -7, 7, 0.0, 1, -26
32	CC#CC(=O)N1CCC(CO)(CCc2ccccc2)CC1
    ., -5, 5, -4, 0, -14, -3, -0.6, -1, .
33	O=c1sc2ccccc2n1CCCOc1ccccc1
    11, -8, -4, 10, -9, -9, 4, 0.0, -8, -11
34	CN(C(=O)c1cccc(NC(=O)Cc2cccc(NC(=O)C3CCCN(C(=O)C4CC4)C3)c2)c1)C1CC1 (configuration not stated)
    21, -1, -6, 2, -3, -3, 0, -0.5, ., -21
35	O=c1[nH]c(=S)c2[nH]c(=S)n(-c3ccccc3)c2[nH]1
    3, -4, -4, -5, 0, 9, 2, ., -5, -3
36	COc1ccc(CC(=O)NCC2CCCN(Cc3ccc(SC)cc3)C2)cc1 (configuration not stated)
    -11, -4, 1, 0, 0, -13, 17, -0.8, 10, 11
37	CCOC(=O)N1CCC(NC(=O)C2CCC(CNS(=O)(=O)c3ccc(OC)cc3)CC2)CC1 (configuration not stated)
    -17, -1, -7, 1, -2, 0, 16, 1.8, 3, 17
38	C/C(N)=C(/C#N)C(=O)COC(=O)CCSc1ccccc1Cl
    -15, 3, -9, -8, -1, -14, -4, 0.4, 0, 15
39	CCOC(=O)c1c(S(=O)(=O)NCCc2ccccc2)c(C)n(C)c1C
    2, 0, -3, -2, 0, -3, -11, 0.9, 14, -2
40	CC(C)NC(=O)c1ccc(CN2CCC(Cc3ccccc3)CC2)cc1
    -36, 0, -2, -1, 1, -13, 6, -0.9, -2, 36
41	CCC(CC)NC(=O)CCc1nc2ccccc2c(=O)[nH]1
    14, -2, 0, -9, 0, 0, 8, -0.5, ., -14
42	COc1ccc(CNC(=O)CCn2c(=O)c3cccn3c3ccc(F)cc32)cc1
    35, 1, 2, -3, 0, 8, 3, 1.2, -2, -35
43	O=C(NCCOc1ccccc1Cl)C(=O)c1c[nH]c2ccccc12
    5, 1, -4, -3, -3, 7, 8, 1.5, 5, -5
44	CN(Cc1ccccc1)C(=O)COC(=O)c1ccc(Br)o1
    -6, 2, -5, 5, -1, 3, 42, 2.8, 35, 6
45	COc1ccccc1CNC(=O)C1CCC(CNS(=O)(=O)c2cccc3cccnc23)CC1 (configuration not stated)
    10, -4, -3, -5, 0, -2, 10, 1.8, -7, -10

cpd	structure	SR-BI HDL uptake	Keap1 Nrf2 FP	PKA-R2B activ	Cardiac RTF inh	DAGLB inhibitor	PvdQ acylase	Arr AP2 block	LANA DNA inh	NSD2 HMT inh	SR-BI uptake up
46	c1cncc(-c2cccnc2)c1	-44	-2	8	-17	3	-13	-10	0.1	-2	44
47	O=P(Cc1cc[n+]([O-])cc1)(c1ccccc1)c1ccccc1	-8	-4	-4	6	-3	6	28	-2.8	-4	8
48	COCc1ccc(-c2c(-c3ccc(OC)cc3)oc(=O)c3cc(OC)c(OC)cc23)cc1	0	0	3	-8	-10	-3	21	-0.9	.	2
49	COC(=O)c1ccc(CNC(=O)c2sccc2-c2ccccc2)cc1	31	2	3	-2	-4	6	4	-3.3	.	-31
50	O=C(O)c1ccc2ncc(NC(=O)c3ccc(F)cc3)c(=O)n2c1	8	1	0	-5	0	-2	-11	0.5	3	-8
51	Oc1[nH]c2ccccc2c1OCc1ccncc1	-4	-1	-1	-8	-1	-9	10	-1.2	1	4
52	Cc1ccc(C(=O)COC(=O)c2ccc(Cl)c(N)c2)s1	-10	0	-6	1	-2	-6	-3	-2.0	1	10
53	CC1(C)Nc2ccccc2N(CCC(=O)N2CCOCC2)C1=O	-15	-1	-4	-6	1	-5	3	2.6	.	15
54	N/C(=N\N=C\c1ccc(Br)o1)c1nonc1N	-9	0	2	-1	1	-9	1	-4.7	2	9
55	CCOc1cc(C)c(Cl)cc1S(=O)(=O)NCC1CCCO1 (configuration not stated)	1	-1	3	-4	-2	-5	5	-0.9	-1	-1
56	CCCCCOC(=O)Cn1c(SCC(=O)Nc2ccccc2)nc2c1c(=O)[nH]c(=O)n2C	-10	5	12	-8	5	-3	6	-0.5	-1	10

Three compounds out of the list, sorted by count of non-hydrogen atoms, lowest first.
cpd	structure	SR-BI HDL uptake	Keap1 Nrf2 FP	PKA-R2B activ	Cardiac RTF inh	DAGLB inhibitor	PvdQ acylase	Arr AP2 block	LANA DNA inh	NSD2 HMT inh	SR-BI uptake up
46	c1cncc(-c2cccnc2)c1	-44	-2	8	-17	3	-13	-10	0.1	-2	44
53	CC1(C)Nc2ccccc2N(CCC(=O)N2CCOCC2)C1=O	-15	-1	-4	-6	1	-5	3	2.6	.	15
49	COC(=O)c1ccc(CNC(=O)c2sccc2-c2ccccc2)cc1	31	2	3	-2	-4	6	4	-3.3	.	-31
